# Bioassay records (PubChem)
# Menin MLL FP TR = menin-MLL binding inhibition, Texas Red mutant peptide | Menin + Texas Red MLL mutant peptide, fluorescence polarization | Potency, µM (doses to about 61.6 µM), without a hit: at the top dose FP activity change, negative = inhibition, usual class: inhibitors | 270,000 compounds, 0.23% hits | AID 1768; active means well fitted inhibition curve with a large enough effect in the polarisation, with a control signal flat, not every such curve was filed as active; inconclusive means small, poorly fitted or top-dose-only effect, or effect the other way, or a change in a side signal; inactive means no such curve, though single readings can be large or run the other way; the % refers to the polarisation; further: potency means the concentration at half of the fitted maximal effect; % of control where 0% means no effect; many of its hits are not listed in these tables
# MBNL1 CUG block = MBNL1-poly(CUG) RNA binding inhibition; Q9NR56; TR-FRET MBNL1-His/biotin-(CUG)12 binding, 665/545 ratio; Potency, µM (series often up to 57.5 µM), without a hit: at the highest dose activity change, negative = inhibition, hits mostly inhibitors; 280,000 compounds, 0.036% hits; AID 2675; active means well fitted inhibition curve with a large enough effect in the signal ratio, with a control signal flat, not every such curve was filed as active; inconclusive means small, poorly fitted or top-dose-only effect, or effect the other way, or a change in a side signal; inactive means no such curve, though single readings can be large or run the other way; the % refers to the signal ratio; further: potency means the concentration at half of the fitted maximal effect; on the % scale 0 is the no-effect control and ±100 the full control effect
#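 Inhibition of protein-RNA binding appears as loss of TR-FRET between terbium anti-His antibody on MBNL1-His and streptavidin-XL665 on biotin-(CUG)12. Activity is normalized to buffer-only and uninhibited-complex controls.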
# Integrin act MD = activates integrin-mediated alleviation for muscular dystrophy; alpha7betagal myoblasts, beta-gal FDG fluorescence, 48 h; Potency, µM (series often up to 38.3 µM), without a hit: at the top dose activation, hits mostly activators; 350,000 compounds, 0.064% hits;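 further: potency means the concentration at half of the fitted maximal effect; 100% = response of the positive control SU9516; nearly all actives have a fitted effect of over 60% in size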
#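 alpha7betagal+/- myoblasts (passage 13, 250/well) treated 48 h at 37C with compounds at 1:260 dilution of DMSO stock. Lysed, then beta-galactosidase activity read as FDG fluorescence (ex 480/em 540) after 30 min, with pre-read for autofluorescence.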
# CXXC DNA block = MLL CXXC-DNA interaction inhibition; Q03164; MLL-CXXC / FITC-HOXA9 DNA fluorescence polarization; Potency, µM (highest dose often 115 µM), inactives show at the top dose activity change, negative = inhibition, most hits filed as inhibitors; 290,000 compounds, 0.037% hits; active means well fitted inhibition curve with a large enough effect in the polarisation, with a control signal flat, not every such curve was filed as active; inconclusive means small, poorly fitted or top-dose-only effect, or effect the other way, or a change in a side signal; inactive means no such curve, though single readings can be large or run the other way; the % refers to the polarisation; further: potency means the concentration at half of the fitted maximal effect
#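 Purified MLL-CXXC (added from a 7 uM solution) was preincubated 5 min at ambient with pinned compounds in 50 mM Tris-HCl pH 7.5, 50 mM NaCl, 1 mM DTT, 0.05% BSA. Fluorescein-labeled HOX-A9 DNA (50 nM solution) followed, 30 min, then polarization read.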
# TSHR antagonist = antagonists of human thyroid stimulating hormone receptor; P16473; TSHR-expressing cells, TSH-stimulated cAMP HTRF, 2 h; hits give low values; activity change, negative = inhibition, % at 11.5 µM; 330,000 compounds, 0.2% hits; AID 504810;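 active means activity change below a set negative limit, meaning inhibition stronger than a set level, cut at about -70% in these data; inconclusive means activity change between two set negative limits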; further: on the % scale 0 is the no-effect control and ±100 the full control effect
#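 Competitive HTRF cAMP read-out (cryptate anti-cAMP antibody, cAMP-d2; 30 min, room temperature) in freshly harvested TSHR cells. Compounds added before TSH at EC80 (4nM final), followed by 2 hours' incubation at 37 deg C.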
# A-T KAP1 phos = potential ataxia-telangiectasia treatments restoring KAP-1 phosphorylation; AID 485349; 320,000 compounds, 0.19% hits; […] A-T fibroblasts, KAP-1 phosphorylation AlphaLISA; neocarzinostatin DNA damage 30 min before lysis; Potency, µM (series often up to 57.5 µM), for inactives: top-dose activation, hits mostly activators; further: potency means the concentration at half of the fitted maximal effect; % of control where 0% means no effect; nearly all actives have a fitted effect of over 45% in size
#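 ATM-like activity read as KAP-1 phosphorylation via AlphaLISA donor/acceptor antibody pairs after lysis and 6 hr at 25C. Cells were ATM-null patient fibroblasts ([…], hTERT), dosed 60 min, then exposed to the DSB inducer NCS for 30 min.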
# PTAP TSG101 blk = blocks PTAP/TSG101 interaction to inhibit HIV-1 budding; Q99816; Fluorescence polarization, FITC-PTAP peptide / Tsg101 binding; Potency, µM (series often up to 115 µM), without a hit: top-dose activity change, negative = inhibition, actives largely listed as inhibitors; 340,000 tested, under 10 active; AID 493005; active means well fitted inhibition curve with a large enough effect in the main read-out, with a control signal flat, not every such curve was filed as active; inconclusive means small, poorly fitted or top-dose-only effect, or effect the other way, or a change in a side signal; inactive means no such curve, though single readings can be large or run the other way; further: potency means the concentration at half of the fitted maximal effect; % of control where 0% means no effect
#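 FP read-out: FITC-PTAP peptide, 50 nM final, binding Tsg101 binding domain, 10 uM final; 20 min, r.t.; 10 mM HEPES pH 7.5, 0.15 M NaCl, 0.01% Tween 20, 3 mM EDTA, 0.1 mM TCEP.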
# Mito fusion yeast = mitochondrial division inhibition or fusion activation; S. cerevisiae fusion-defective mutant growth rescue, CellTiterGlo 48 h; Potency, µM (titrated, usually from 46.1 µM), inactives show at the highest dose growth rescue (activation), most hits filed as activators; 320,000 compounds, 0.23% hits;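 further: potency means the concentration at half of the fitted maximal effect; % of control where 0% means no effect; nearly all actives have a fitted effect of over 45% in size; temperature-sensitive fusion mutants such as fzo1-1 at 37 °C on non-fermentable ethanol glycerol medium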
#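 Compounds are tested for their ability to restore growth of mitochondrial fusion-defective yeast strains at non-permissive 37C in YPEG medium over 48 hours. Viability is quantified by luciferase luminescence.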
# TCR activator = activators of T cell receptors. Potency, µM (doses to about 9.22 µM), for inactives: top-dose activation of IL-2 secretion, hits mostly activators. primary human leukocytes, anti-CD3, IL-2 HTRF, 48 h. 330,000 tested, under 10 active; further: % of control where 0% means no effect
#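 Using a-CD3 beads without co-stimulation, primary human leukocytes were exposed to compounds for 48 hr. An HTRF IL-2 kit measured the cytokine, with europium-to-d2 energy transfer producing emission at 665nm upon 320nm excitation.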
# ASM inhibitor = blocks human secretory acid sphingomyelinase | P17405 | placental ASM, HMU-PC fluorogenic substrate, 60 min | Potency, µM (top dose mostly 57.5 µM), for inactives: at the top dose activity change, negative = inhibition, actives largely listed as inhibitors | 340,000 compounds, 0.006% hits; further: potency means the concentration at half of the fitted maximal effect
#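 HMU-PC0 cleavage (9 uM final) by human placental ASM, 60 min at 37 °C following 10 min compound exposure at RT; stopped at pH 10, fluorescence Ex 386/Em 447 nm.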
# An asterisk follows results filed as active; ? = inconclusive; · = no result given; [ ] = remark or other dose. Unless noted, the call rests on the fitted dose curve; in most records, active means well fitted curve in the direction sought with a large enough effect; inconclusive means small, poorly fitted or top-dose-only effect, or another doubt; inactive means no such curve, though single readings can be large; an effect the other way counts as inactive or inconclusive. Only part of the results is shown; rates above refer to the full screens.
SMILES,Menin MLL FP TR,MBNL1 CUG block,Integrin act MD,CXXC DNA block,TSHR antagonist,A-T KAP1 phos,PTAP TSG101 blk,Mito fusion yeast,TCR activator,ASM inhibitor
Cc1ccc(S(=O)(=O)n2ccc(=O)[nH]2)cc1,11%,-1%,5%,3%,10,-2%,-2%,-2%,0%,4%
CCCNC(=O)CSc1nc2ccc(OCC)cc2s1,4%,-7%,16%,6%,1,10%,0%,5%,13%,6%
CCC1CCCCN1CCCNC(=O)Cn1nc(-c2ccccc2)ccc1=O (stereo not drawn),5%,8%,11%,-21%,-12,-1%,-1%,1%,-5%,-7%
Cc1ccc([N+](=O)[O-])cc1NC(=O)C(Sc1ccccc1)c1ccccc1 (stereo not drawn),?,-5%,0%,0%,11,-1%,-1%,-2%,-2%[46.1 µM],-5%
COc1ccc(Cl)cc1N/C(N)=N/c1nc(C)cc(C)n1,-1%,-10%,-14%,-3%,7,6%[11.5 µM],-11%,1%,-4%,1%
COC(=O)c1sccc1NC(=O)Nc1cccc(OC)c1,·,5%,-8%,-3%,6,10%,-1%,-2%,-1%,-4%
Cc1ccccc1OCC(=O)OCC(=O)NCc1ccco1,·,·,12%,·,-9,0%,-6%,-2%,5%,·
COCCc1nc2ccc(C(=O)NCc3cccc(-n4cccn4)c3)cc2o1,·,-7%,9%,5%,21,2%,-5%,-1%,10%,4%
COCCCNC(=S)NNC(=O)c1ccccn1,9%,-1%,-26%,21%,-5,2%,0%,-3%,2%,2%
CCC(c1nnnn1C1CCCCC1)N1CCN(C(=O)c2ccco2)CC1 (stereo not drawn),2%,1%,-10%,21%,-3,10%,-5%,5%,-4%,-4%
Cc1ccc(/C=C2\CCC3=C2OC(N)=C(C#N)C3c2ccc(C)cc2)cc1 (stereo not drawn),-6%,7%,1%,?,-6,7%,?,0%,5%,·
Cc1ccc(-n2nnnc2-c2cnn(-c3ccc(F)cc3)c2C(F)(F)F)cc1,2%,7%,-49%[inhibitor],-2%,-11,-1%,-5%,-6%,5%[46.1 µM],-5%
COC(=O)C1=C(C)N(c2ccc(F)cc2)/C(=C/c2ccc(O)cc2)C1=O,-15%,-12%,-4%,46%[activator],-6,-1%,2%,-12%,1%,-7%
CC(C)COC(=S)Nc1ccccc1,-8%,17%,8%,-1%,-2,·,-5%,-2%,1%,0%
Cc1ccc(/C=N/n2nnnc2N)cc1,·,·,-11%,·,·,·,-2%,·,-1%,1%
O=C(C[n+]1ccc(C(=O)NCc2ccccc2)cc1)c1ccc2c(c1)OCCO2,-17%,?,22%,-2%,-2,0%,-1%,8%,3%,3%
O=C(CCN1C(=O)S/C(=C\C=C\c2ccccc2)C1=O)Nc1ccc(O)cc1,3%,7%,-54%[inhibitor],-6%,-6,-8%,-5%,-3%,0%,5%
CCCC[C@@H]1C=C(C(=O)O)[C@H](c2ccc(C#N)cc2)N1S(=O)(=O)c1ccc(C)cc1,·,·,10%,·,-11,-4%,1%,·,9%,1%
O=C(CCc1ccccc1)NNC(=O)c1ccc(F)cc1,-3%,0%,?,1%,18,3%,1%,6%,2%,5%
CCCC(=O)NC(=S)Nc1cccc(-c2nc3ncccc3o2)c1,0%,20%,13%,-3%,1,-2%,-11%,-5%,3%,-2%
CC(C)C(C)N(Cc1ccc(C(=O)O)cc1)C(=O)c1ccc2ccccc2n1 (stereo not drawn),·,·,5%,·,·,·,1%,·,-4%,1%
Cc1nn(C)c(C(=O)N/N=C/c2ccc(Br)cc2)c1Cl,23%,-5%,7%,6%,-4,4%,-1%,-9%,-23%[46.1 µM],·
COc1ccc(S(=O)(=O)N2CCOCC2)cc1NC(=O)CC(C)c1ccccc1 (stereo not drawn),·,·,18%,·,12,2%,-5%,·,·,1%
COCCn1c(=NC(=O)CN2C(=O)CCC2=O)sc2cc(S(N)(=O)=O)ccc21,-1%,-8%,12%,2%,3,0%,2%,-2%,-1%[46.1 µM],8%
COc1cc(C(F)(F)F)c(C(=O)N(C)Cc2cc(Cl)cc(Cl)c2)cn1,·,·,13%,-4%,-3,2%,-7%,10%,-6%,-2%
Cc1c(Cl)cccc1-n1c(SCC(=O)NCc2cccs2)nnc1-c1ccncc1,-2%,-13%,-13%,-2%,18,16%,0%,5%,-3%,-1%
CCCN1C(=O)S/C(=C\c2ccc(N3CCOCC3)o2)C1=O,0%,-11%,-73%[inhibitor],?,-27,-13%,?,-2%,-5%,-8%
COc1ccc([C@H]2CC(=O)C=C(c3ccc(C)cc3)C2)cc1,·,·,0%,·,-9,7%,·,26%,8%,-12%
COc1ccc(N2CCN(C(=O)c3cccnc3SCc3cccc(Br)c3)CC2)cc1,0%,-4%,-14%,1%,-11,8%,-2%,-3%,·,-24%
Cc1cc(-c2ccccc2)n(-c2cc(N/N=C/c3ccccc3O)ncn2)n1,?,·,8%,23%,5,-3%,-9%,-1%,-3%[46.1 µM],-17%
CCNc1nc(Oc2ccc(C(=O)OC)cc2)nc(N(C)C)n1,-12%,-3%,23%,-3%,-4,2%,-2%,11%,4%[46.1 µM],-3%
Cc1nc(Cl)sc1C(=O)NC(C)c1ccc(Cl)cc1 (stereo not drawn),8%,-3%,-25%,13%,-2,-3%,1%,-11%,-3%[46.1 µM],0%
Cc1nn(CCOc2cccc(Br)c2)c(C)c1[N+](=O)[O-],21%,-1%,-25%,7%,-7,-9%,-1%,?,4%,-5%
CC/C(=N\N=C(/CC)c1ccccc1N)c1ccccc1N,·,·,7%,·,·,·,-2%,·,10%,-5%
NNS(=O)(=O)c1ccc2c(c1)Cc1cc(S(=O)(=O)NN)ccc1-2,?,7%,4%,-12%,-2,-4%,3%,-6%,-3%,0%
Cc1nc(C)c(C(=O)Nc2ccc(Oc3ccccc3)cc2)o1,?,6%,-7%,3%,-19,-2%,-7%,3%,·,-5%
CCN(CC)c1ccc(NC(=O)COc2ccccc2C#N)cc1S(=O)(=O)Nc1ccccc1OC,7%,5%,3%,-1%,2,0%,-3%,2%,5%[46.1 µM],-1%
Cc1ccc(OCC(=O)Nc2ccc3c(c2)C(=O)N(CCC(=O)O)C3=O)cc1,·,?,7%,10%,-13,5%,0%,-2%,4%,-3%
O=C(CN1CCN(C(=O)c2c(F)cccc2F)CC1)Nc1ccccc1F,2%,3%,0%,5%,-7,-1%,-2%,1%,-2%,0%
O=C(NC(C(=O)N/N=C/c1c2ccccc2cc2ccccc12)c1n[nH]c(=O)c2ccccc12)c1ccccc1 (stereo not drawn),-18%,19%,9%,-7%,-2,5%,-19%,2%,5%,159%
COc1cc(C(=O)NCCC(=O)NCCN2CCOCC2)cc(OC)c1OC,0%,-5%,1%,-4%,-1,5%,-5%,0%,-2%,7%
CCc1cc2c(SCC(=O)O)ncnc2s1,-20%,10%,-10%,-2%,-10,2%,-7%,-5%,4%,3%
O=C(NCC1(O)CCCCC1)C1CCC(=O)N(CCc2ccccc2)C1 (stereo not drawn),-11%,-12%,4%,-3%,19,-3%,·,-1%,0%,3%
O=C(O)[C@H](Cc1ccccc1)NC(=O)N1CCCCCC1,0%,2%,-46%[inhibitor],-13%,5,-1%,-4%,3%,0%,-1%
COc1ccc(/C=C/C(=O)CCC(=O)O)cc1,17%,?,-36%,-28%,-5,2%,-4%,-3%,3%,0%
C/C(=N\NC(=O)C1(C)CC1(Br)Br)c1ccc([N+](=O)[O-])cc1 (stereo not drawn),?,?,-4%,?,11,11%,-3%,4%,7%,-1%
CCSc1nnc(NC(=O)CSc2nnc(CNC(=O)c3ccc(OC)cc3)o2)s1,-2%,·,2%,-10%,-7,0%,0%,0%,-18%[46.1 µM],8%
CCN1CCN(C(=S)NC(=O)/C=C/c2cccs2)CC1,12%,·,12%,-5%,-2,6%,-1%,-2%,-1%,0%
COC(=O)C1=C(C)N(C(C)C)C(=O)C1(NC(=O)C1CCCCC1)C(F)(F)F (stereo not drawn),6%,-1%,7%,-7%,?,0%,-1%,1%,-3%,3%
COc1nnc(-c2ccc(C)c(S(=O)(=O)NCCO)c2)c2ccccc12,?,-10%,-6%,5%,23,9%,-28%,2%,1%,0%
Cc1cc(C)cc(C(=O)NCC(=O)OCC(=O)N2CCN(S(=O)(=O)c3ccc4ccccc4c3)CC2)c1,-4%,2%,21%,15%,4,-3%,0%,1%,-1%[46.1 µM],-4%
C=CCNCCCCOc1ccc(Br)cc1C,5%,-1%,-58%[inhibitor],0%,2,-1%,-2%,-6%,3%[46.1 µM],3%
N#CCCN(C(=O)CO/N=C/c1cccc([N+](=O)[O-])c1)c1ccccc1,-5%,·,-17%,-2%,2,3%,-1%,2%,2%,1%
CN(C(=O)c1ccccn1)C1(C(=O)NC2CCCCC2)CCCCC1,-12%,-1%,20%,1%,2,3%,-2%,0%,6%,-3%
COc1ccc(Cl)cc1Nc1cc(C)nc2ccccc12,·,·,8%,·,·,·,0%,·,2%,3%
